Abeta rescue: A-beta toxicity reversal in yeast; yeast expressing A-beta42, growth rescue, OD600, 48 h; response scale: 0% DMSO, 100% iron-clioquinol control; Potency, µM (series often up to 46.1 µM), for the others: top-dose growth rescue, usual class: activators; 410,000 compounds, 0.063% hits; AID 1347071; further: potency means the concentration at half of the fitted maximal effect; nearly all actives have a fitted effect of over 55% in size
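Yeast A-beta toxicity model in growth medium with pinned compounds, 48 h at 30 C; growth read as absorbance at 600 nm. Normalized to FeCl3/clioquinol equimolar mix (positive) and DMSO (negative).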
Nrf2 ARE act: activators of Nrf2 (ARE) signaling; AREc32 ARE-luciferase reporter (MCF7-derived line), luminescence, 24 h; Potency, µM (doses to about 46.1 µM), for the others: top-dose activation, actives largely listed as activators; 410,000 compounds, 0.31% hits; AID 624171; further: potency means the concentration at half of the fitted maximal effect; % of control where 0% means no effect; nearly all actives have a fitted effect of over 65% in size
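Nrf2 activation is followed as ARE-luciferase induction in the AREc32 line after one day of compound treatment; luminescence is read with Steady-Glo.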
Nrf2 block: inhibitors of Nrf2 signaling; AID 504444; 360,000 compounds, 2.1% hits; A549 ARE-Fluc reporter, luciferase luminescence, 18-24 h; Potency, µM (top dose mostly 46 µM), for inactives: top-dose activity change, negative = inhibition, most hits filed as inhibitors; further: potency means the concentration at half of the fitted maximal effect; on the % scale 0 is the no-effect control and ±100 the full control effect; nearly all actives have a fitted effect of over 60% in size
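In this cell-based qHTS, ARE-driven firefly luciferase in A549 cells reports Nrf2 activity; the luminescent signal after BugLite lysis is the measured value, with a prior CellTiter-Fluor read for cell health.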
TGFb SMAD3 inh: inhibitors of TGF-b signaling; HepG2 CAGA-GFP TGF-b/SMAD3 reporter, GFP fluorescence, 18 h; TGF-beta stimulated, 500 pg/mL final; Potency, µM (titrated, usually from 46.1 µM), for the others: at the top dose activity, negative = inhibition, hits mostly inhibitors; 410,000 compounds, 1.2% hits; further: potency means the concentration at half of the fitted maximal effect; on the % scale 0 is the no-effect control and ±100 the full control effect; nearly all actives have a fitted effect of over 65% in size
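Per well, imaged GFP fluorescence of HEPG2 CAGA-GFP cells gives the signal; cells get compound, then TGF-beta (500 pg/mL final), 18 h at 37 degrees C; %Activity versus -TGF-beta and +DMSO controls.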
MmCpn inh: blocks the Methanococcus maripaludis chaperonin Mm-Cpn | purified Mm-Cpn ATPase, ADP Transcreener TR-FRET | Potency, µM (titrated, usually from 76.9 µM), without a hit: at the highest dose activity, negative = inhibition, hits mostly inhibitors | 330,000 compounds, 0.031% hits; further: potency means the concentration at half of the fitted maximal effect; on the % scale 0 is the no-effect control and ±100 the full control effect; nearly all actives have a fitted effect of over 80% in size
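Measured: ADP formation by purified Mm-CPN. Conditions: 25 nM protein, 10 uM ATP, Tris pH 7.4 with Mg2+, K+ and DTT, 37°C for 30 min. Detection: Transcreener HTRF after 30 min at room temperature.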
HepG2 viability: kills HepG2 cells in TGF-b inhibitor counter-screen. HepG2 CAGA-GFP viability, ATP luminescence, 18 h. Potency, µM (doses to about 46.1 µM), inactives show at the highest dose activity change, negative = cytotoxicity, hits mostly cytotoxic. 410,000 compounds, 0.76% hits. AID 588856; further: potency means the concentration at half of the fitted maximal effect; some results filed as inactive show a strong effect at the top dose
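HepG2 CAGA-GFP cells (1000/well, DMEM with 1% FBS) received compound, then TGF-beta at 500 pg/mL final, and were incubated 18 hours at 37 degrees C. Viability was read by CellTiter-Glo luminescence. Media-only wells were set as complete cell-killing and DMSO as no toxicity.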
Akt phos inh: Akt phosphorylation inhibition; Neuro2A IGF-stimulated pAkt S473 HTRF, 20 min; hits give low values; activity change, % for hits at 50 µM; 360,000 compounds, 0.32% hits; in the data active means activity change below about -80%; inconclusive means mostly about -51% to -80%; further: on the % scale 0 is the no-effect control and ±100 the full control effect
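Neuro2A cells (4,500/well, DMEM with 0.5% FBS) were treated with compound at a single 50 µM final concentration, stimulated with 6 nM IGF for 20 min at 37 °C, and lysed. Phospho-Akt Ser473 was read by HTRF as 665/615 ratio ×10^4.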
A549 viability: counter-screen for Nrf2 inhibitors: cytotoxicity in A549 cells; Potency, µM (series often up to 46 µM), for inactives: at the highest dose activity change, negative = cytotoxicity, usual class: inhibitors; A549 ARE-Fluc cells, CellTiter-Fluor viability, 18-24 h; 390,000 compounds, 0.16% hits; AID 504648; further: potency means the concentration at half of the fitted maximal effect; on the % scale 0 is the no-effect control and ±100 the full control effect
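A549 ARE-Fluc cells in 5% FBS OPTI-MEM, 5000 cells/well, rested 2 h then exposed to compounds in concentration-response for 18-24 h at 37 °C. Viability by CellTiter-Fluor fluorescence (Ex 405/Em 525) after 30 min; luciferase luminescence (BugLite, 15 min, RT) read afterwards.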
CCT chaperon mod: cytosolic chaperonin activity modulation; purified chaperonin ATPase assay, HTRF ADP detection, 30 min; activity change, % (no concentration beside the values), hits read low; 360,000 compounds, 0.3% hits; AID 651819; in the data active means activity change below about -30%; further: on the % scale 0 is the no-effect control and ±100 the full control effect
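First, chaperonin was dispensed at 40 nM or 20 nM final depending on batch activity. Next, compounds were pinned at 76 uM and ATP added at 10 uM. After 30 min at 37 °C, ADP detection reagents ran 30 min at ambient temperature.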
Active calls of the source: *; i = inactive; ? = inconclusive; / = not tested or not shown; [ ] = remark or other dose. Unless noted, the call rests on the fitted dose curve; in most records, active means well fitted curve in the direction sought with a large enough effect; inconclusive means small, poorly fitted or top-dose-only effect, or another doubt; inactive means no such curve, though single readings can be large; an effect the other way counts as inactive or inconclusive. This is a random part of the collection; about 4.3% have a hit in one of these screens.

SMILES	Abeta rescue	Nrf2 ARE act	Nrf2 block	TGFb SMAD3 inh	MmCpn inh	HepG2 viability	Akt phos inh	A549 viability	CCT chaperon mod
COC(=O)c1cc(C(=O)OC)cc(-n2c(C)cc(C(=O)CC#N)c2C)c1	14%	-0.5%	-11%	1%	/	-3%	i	2%	-0.8
CC[C@@H](NCCCn1cnc2c(SC)ncnc21)c1ccccc1	8%	4.5%	/	-23%	/	-32%	i	/	-1.0
COc1cc(/C=N/NC(=O)CCn2cnc(-c3ccccc3)c2-c2ccccc2)ccc1O	-12%	3.8%	?	-9%	-1%	2%	i	?	-2.0
CN1CCN(C(=O)c2ccc(N3CCCC3=O)cc2)CC1	-22%	-0.1%	9%	2%	0%	0%	i	12%	-1.0
CN(C)S(=O)(=O)c1cccc(NC(=O)CSc2nnnn2-c2ccccc2)c1	8%	0.2%	?	?	-1%	3%	i	-7%	0.7
CCOC(=O)NC1(C(F)(F)F)NC(=O)N(C2CCCCC2)C1=O (stereo not given)	14%	-0.1%	2%	1%	-6%	-3%	i	1%	-7.3
CCc1ccc(CN(C)C(=O)c2cc(S(=O)(=O)N3CCOCC3)ccc2N2CCCC2)cc1	7%	-0.2%	-8%	-18%	2%	1%	i	-1%	-1.7
Cc1cc(Cl)ccc1N(CC(=O)NCc1ccccc1)S(C)(=O)=O	19%	0.1%	16%	-9%	2%	-5%	i	-7%	1.0
COc1ccc(-n2c(=S)[nH]c3[nH]ncc3c2=O)cc1	1%	-0.4%	3%	0%	1%	-22%	i	0%	-1.3
CN1CCN(C(=S)NC(=O)c2ccc(-c3ccccc3)cc2)CC1	7%	7.5%	-22%	?	-24%	-28%	i	-2%	-1.6
Cn1ccc2cc(NC(=O)Nc3cccnc3)ccc21	-9%	0.1%	21%	44%[activator]	/	3%	i	0%	-0.4
O=C(CCCn1c(=S)[nH]c2ccsc2c1=O)Nc1ccc2c(c1)OCCO2	4%	0.0%	?	2%	-1%	1%	i	-12%	0.4
C=CCn1cc(C(C)=O)c(=O)[nH]c1=O	-28%	-0.6%	0%	6%	-2%	14%	i	-1%	3.7
O=C(COC(=O)c1ccc(Br)cc1)NCc1ccc(F)cc1	-21%	-0.2%	0%	19%	1%	2%	i	-3%	1.8
CCCC(=O)NCC(c1cccs1)S(=O)(=O)c1ccc(C)cc1 (stereo not given)	14%	-0.5%	-1%	0%	1%	-1%	i	1%	-1.8

Continued, overlapping the part above by 4 compounds.
SMILES	Abeta rescue	Nrf2 ARE act	Nrf2 block	TGFb SMAD3 inh	MmCpn inh	HepG2 viability	Akt phos inh	A549 viability	CCT chaperon mod
O=C(CCCn1c(=S)[nH]c2ccsc2c1=O)Nc1ccc2c(c1)OCCO2	4%	0.0%	?	2%	-1%	1%	i	-12%	0.4
C=CCn1cc(C(C)=O)c(=O)[nH]c1=O	-28%	-0.6%	0%	6%	-2%	14%	i	-1%	3.7
O=C(COC(=O)c1ccc(Br)cc1)NCc1ccc(F)cc1	-21%	-0.2%	0%	19%	1%	2%	i	-3%	1.8
CCCC(=O)NCC(c1cccs1)S(=O)(=O)c1ccc(C)cc1 (stereo not given)	14%	-0.5%	-1%	0%	1%	-1%	i	1%	-1.8
Cn1c(=O)c2cc(NC(=S)NC3CCCCC3)ccc2n1Cc1ccc(F)cc1	-1%	-0.5%	/	4%	/	3%	i	/	0.4
Cc1cc(=O)oc2cc(OCC(=O)NC3(C#N)CCCCC3)ccc12	-1%	2.5%	/	-13%	/	-7%	i	/	-9.3
CC(=O)Nc1ccc(S(=O)(=O)NCC(=O)OCC(=O)NCCc2ccccc2)cc1	-5%	4.8%	/	0%	/	-1%	i	/	0.2
CN(N)c1nc2ccccc2nc1C(F)(F)F	-11%	0.1%	2%	-5%	-4%	-4%	i	4%	-1.4
O=C(CSc1cn(CC(=O)N2CCCCC2)c2ccccc12)Nc1ccccc1	-6%	-0.2%	/	-10%	/	-9%	/	9%	/
COc1cc(-c2nc3ccccn3c2NCC2CCCO2)ccc1O (stereo not given)	-17%	6.8%	/	2%	-11%	-11%	i	10%	-2.6
C(=C\c1ccccc1)/CN1CCN(C(c2ccccc2)c2ccccc2)CC1	-4%	0.7%	12%	-28%	?	-41%	i	-2%	-1.0
c1ccc2c(c1)nc(-c1ccncc1)n1nnnc21	-7%	0.1%	?	4%	1%	10%	i	-2%	-2.0
Cc1cccc(C(=O)NCc2nnc(SCC(=O)Nc3nncs3)n2C)c1	-53%[inhibitor]	1.7%	7%	0%	0%	-12%	i	3%	0.0
CCOc1ccc(NC(=O)c2csc3c2CCCC3)cc1	7%	0.6%	?	-15%	0%	3%	i	-1%	-0.1
COC(=O)CSC1=C(C#N)C(=O)NC2(CCCCC2)S1	-2%	-1.4%	?	0%	5%	17%	i	0%	0.8
c1ccc(-c2cc(N3CCCCCC3)n[nH]2)cc1	33%	5.6%	?	-11%	-3%	-17%	i	17%	-2.8
CNS(=O)(=O)c1cccc(C(=O)NCC2(N3CCCCC3)CCCCC2)c1	-7%	-0.2%	-4%	28%	-4%	2%	i	0%	-1.6
Cc1c2c(nc3c(C)cccc13)OC(C)C2 (stereo not given)	-11%	-0.3%	-23%	5%	-4%[15.4 µM]	-35%	i	7%	-2.4
CCCC(c1nnnn1C(C)(C)C)N1CCN(Cc2ccccc2OC)CC1 (stereo not given)	10%	-0.1%	3%	-8%	-2%	4%	i	-3%	2.2
S=c1nc[nH]c2c1sc1nc(-c3ccccc3)c3c(c12)CCCC3	-11%	0.3%	?	-1%	-24%	-5%	i	0%	-0.5
COc1ccc(CNC(=O)CN2C(=O)c3cccnc3Oc3ccc(C)cc32)cc1	-18%	-0.6%	11%	?	/	-12%	/	1%	/
O=C(Nc1cccc2ccccc12)c1ccccc1	-4%	28%	?	2%	1%	-12%	i	-7%	0.3
COc1ccc2[nH]c(=O)c(CN(C(=O)c3cccnc3)c3cccc(C)c3)cc2c1	5%	-0.8%	?	2%	0%	-3%	i	-4%	1.8
Cc1nc2c(-c3ccc(F)cc3)c(C)nn2c(C)c1CCC(=O)NCCN1CCOCC1	-1%	0.3%	-2%	0%	1%	-12%	i	2%	-0.9
CC(=O)c1cccc(OCC(=O)Nc2cc(Cl)ccc2-n2cncn2)c1	-3%	3.2%	4%	16%	0%	8%	i	-4%	-1.5
COC(=O)C[C@H]1C[C@H]2c3cc(NC(=O)NC4CCCC4)ccc3O[C@H]2[C@@H](CO)O1	-2%	-0.4%	/	13%	/	2%	i	/	0.1
O=C(CNc1ccc(Oc2ccccc2)cc1)N1CCOCC1	12%	0.9%	?	7%	0%	3%	i	7%	-3.4
CC(C)Cn1c(N)c(C(=O)COC(=O)c2cc(F)cc(F)c2)c(=O)n(C)c1=O	9%	-0.5%	8%	0%	1%	9%	i	-2%	1.9
COCCOC(=O)c1c(C)oc2ccc(OCc3cc(C(=O)OC)oc3C)cc12	0%	2.3%	9%	-7%	1%[15.4 µM]	-9%	i	10%	2.0
CCOC(=O)CN1C(=O)CN(c2ccc(C)c(C)c2)C1=O	32%	-0.7%	7%	15%	1%	1%	i	-3%	2.2
C=C(C(=O)Oc1c(C(C)(C)C)cccc1C(C)(C)C)c1ccccc1	5%	0.2%	23%	-2%	-2%	-1%	i	-1%	0.6
Cc1noc(C)c1COc1ccc(C(=O)N2CC(C)CC(C)C2)cc1 (stereo not given)	-6%	0.4%	?	-15%	1%	-15%	i	-6%	-0.5
COc1ccc(C(=O)NNC(=O)C23CC4CC(CC(C4)C2)C3)c(OC)c1	-29%	0.3%	7%	?	1%	-24%	i	-3%	-3.8
Cc1ccc(N2C(=O)C(F)(F)C2c2ccccc2)cc1 (stereo not given)	9%	0.2%	9%	?	-1%	-74%	i	14%	-3.3
CC(=O)N[C@@H](CS)C(=O)O	-16%	0.3%	-10%	-4%	-1%	-8%	i	-4%	-2.9
CCc1cc2c(=O)c(-c3nc4ccccc4n3C)c(C)oc2c(CN2CCCCC2)c1O	0%	-0.1%	7%	-23%	-2%	-30%	i	-2%	-1.5
CC(=O)NC1C(=O)N(CCc2ccccc2)c2ccccc21 (stereo not given)	3%	5.2%	14%	-11%	0%	-24%	i	-6%	0.8
Cc1ccc2nc(-c3cccnc3)cc(C(=O)N3CCN(c4ccc([N+](=O)[O-])cc4)CC3)c2c1	-19%	-0.5%	-16%	5%	1%	-36%	i	-8%	3.6
CCOC(=O)c1c(-c2ccccc2)oc2ccc(O)cc12	-11%	0.0%	-9%	?	-4%	-58%	i	0%	1.3
O=C(CS(=O)(=O)Cc1ccccc1)N1CCc2ccccc2C1	19%	0.3%	5%	-2%	0%	-5%	i	-7%	-1.2
COc1ccc(OC)c(/C=N/NC(=O)C(O)c2ccccc2)c1 (stereo not given)	-8%	-0.2%	0%	4%	-5%	9%	i	1%	2.0
Cc1ccc(C)c(N2CCN(C(=O)COc3cc(=O)n(C)c4ccccc34)CC2)c1	26%	1.8%	?	-4%	-1%	-16%	i	/	-2.7
CC(C)CNS(=O)(=O)c1ccc(C(=O)Nc2ccc3c(c2)OCCO3)cc1	14%	3.9%	?	2%	-1%	0%	i	-3%	-1.5

Screening results: PubChem BioAssay, National Center for Advancing Translational Sciences (NCATS)
